# Screening results from PubChem BioAssay.
# GAA glycogen mod – GAA glycogen-cleavage inhibition or activation. Potency, µM (highest dose often 76.4 µM), inactives show top-dose activity change, negative = inhibition, actives largely listed as inhibitors. P10253. 0.38% of 300,000 active. recombinant GAA, glycogen substrate, Amplex Red glucose oxidase fluorescence; active means well fitted inhibition curve with a large enough effect; inconclusive means small, poorly fitted or top-dose-only effect, or another doubt; inactive means no such curve, though single readings can be large or run the other way;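 further: 0% = full enzyme reaction and -100% = no-enzyme basal signal; the screen sought inhibitors and activators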
#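 qHTS, 1536-well; enzyme 4 nM final; cpd up to 77 uM; substrate bovine liver glycogen 30 ug; 50 mM citrate/phosphate pH 5.0, 0.01% Tween-20; 37 C, 40 min; Amplex Red detection 45 min RT; Hill fit → AC50.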
# * marks the source's active call; other numbers are inactive results; ? = inconclusive; [ ] = remark or other dose. Potency means the concentration at half of the fitted maximal effect. Some of the compounds tested; the hit share may differ from the screen's.
SMILES,GAA glycogen mod
O=C(NCCc1ccc(Cl)cc1)c1cccc(NC2=NC3CS(=O)(=O)CC3S2)c1 (stereo not drawn),-5.7%[76.3 µM]
COc1ccc(C(CNC(=O)C(CCSC)NC(=O)c2ccccc2OC)N2CCCCC2)cc1 (stereo not drawn),-4.3%[76.3 µM]
COc1ccccc1NC(=O)COc1ccc2c(c1)OCO2,2.7%[76.3 µM]
COc1cccc(C(=O)Nc2ccc3c(c2)OCO3)c1OC,-6.0%
CCn1c(SCC(=O)NC2CCCC2)nc2c1c(=O)n(C)c(=O)n2C,-13.6%
COc1ccc(N(C(=O)c2ccco2)C(C(=O)NC2CCCC2)c2ccc(OC)c(OC)c2)cc1 (stereo not drawn),-6.7%
COc1ccc(-n2nc(C(=O)NCC(=O)N3CCOCC3)c3ccccc3c2=O)cc1OC,5.8%
COc1ccc(C(C(=O)NC2CCCC2)N(C(=O)Cc2cccs2)C2CC2)cc1OC (stereo not drawn),-4.3%
Cc1ccnc(NC(=O)c2cccc3ccccc23)c1,-6.6%[76.3 µM]
CS(=O)(=O)N(CC(=O)Nc1ccccc1Br)Cc1ccccc1,1.9%[76.3 µM]
CC(C)(C)c1ccc(C(=O)Nc2ccc3c(c2)C(=O)NC3=O)cc1,17.4%[76.3 µM]
CCN(CC(=O)NCc1ccc(Cl)cc1)C(=O)CN1C(=O)NC(C)(c2ccccc2)C1=O (stereo not drawn),2.1%[76.3 µM]
Cc1cc(F)ccc1S(=O)(=O)NCC1CC2CCC1C2 (stereo not drawn),-2.6%
Cc1ccc(C(=O)NCC(=O)N2CCc3ccccc3C2)cc1C,1.9%
CC1=NN(C(=O)c2ccccc2F)C(O)(c2ccc(Cl)cc2)C1 (stereo not drawn),-26.9%[76.3 µM]

# Fetched one by one from above, 7 records:
SMILES,GAA glycogen mod
Cc1cc(F)ccc1S(=O)(=O)NCC1CC2CCC1C2 (stereo not drawn),-2.6%
COc1ccc(-n2nc(C(=O)NCC(=O)N3CCOCC3)c3ccccc3c2=O)cc1OC,5.8%
CCn1c(SCC(=O)NC2CCCC2)nc2c1c(=O)n(C)c(=O)n2C,-13.6%
Cc1ccc(C(=O)NCC(=O)N2CCc3ccccc3C2)cc1C,1.9%
O=C(NCCc1ccc(Cl)cc1)c1cccc(NC2=NC3CS(=O)(=O)CC3S2)c1 (stereo not drawn),-5.7%[76.3 µM]
COc1cccc(C(=O)Nc2ccc3c(c2)OCO3)c1OC,-6.0%
CS(=O)(=O)N(CC(=O)Nc1ccccc1Br)Cc1ccccc1,1.9%[76.3 µM]

# (further entries)
SMILES,GAA glycogen mod
Nc1cc(=O)[nH]c(SCC(=O)c2ccc(F)cc2)n1,7.6%
Cc1cccc(NC(=O)CCc2c(C)nn(-c3ccc(N4CCCCC4)nn3)c2C)c1,-1.7%[76.3 µM]
O=C(COc1ccc(S(=O)(=O)N2CCOCC2)cc1Cl)NCc1ccccn1,-0.4%[76.3 µM]
Cc1ccnc(SCC(=O)N2CCc3ccccc32)n1,2.4%
CCOC(=O)N1CCN(C(=O)c2cc(COc3ccc(Cl)cc3OC)on2)CC1,-2.1%[76.3 µM]
COc1ccc(CCNC(=O)C2CCN(C(=O)c3cccc(Cl)c3)CC2)cc1OC,-0.2%[76.3 µM]
COc1ccc(NS(=O)(=O)c2ccc(NS(=O)(=O)c3cccs3)cc2)cc1,-14.9%
CCC(Oc1ccc(C)cc1)C(=O)Nc1ccc2c(c1)n(C)c(=O)n2C (stereo not drawn),-10.0%[15.3 µM]
CC(C)CC(C(=O)O)N1C(=O)C2C3C=CC(C2C1=O)C1C(=O)N(C(CC(C)C)C(=O)O)C(=O)C31 (stereo not drawn),-8.0%[76.3 µM]
Cc1cccc(N2CCN(C(=O)CCS(=O)(=O)c3ccc4c(c3)NC(=O)CO4)CC2)c1C,-4.0%[76.3 µM]
Cc1ccc[n+](CC(=O)c2ccc(Cl)cc2)c1,-8.3%[76.3 µM]
COc1cc(/C=C2\SC(=O)NC2=O)ccc1OCc1ccc(Cl)nc1,6.4%
CC(=O)N1CCN(c2ccc(NC(=O)c3ccc([N+](=O)[O-])cc3)cc2)CC1,0.7%[76.3 µM]
O=C(Nc1ccc2c(c1)OCCO2)c1cccc(Br)c1,-12.3%[76.3 µM]
CNC(=S)N(CCO)Cc1cc2cc3c(cc2[nH]c1=O)OCO3,0.1%

# 2 entries from above in another layout:
compound	GAA glycogen mod
Nc1cc(=O)[nH]c(SCC(=O)c2ccc(F)cc2)n1	7.6%
CCC(Oc1ccc(C)cc1)C(=O)Nc1ccc2c(c1)n(C)c(=O)n2C (stereo not drawn)	-10.0%[15.3 µM]

# New compounds follow:
SMILES,GAA glycogen mod
O=c1oc2c(O)cccc2cc1-c1nc2ccccc2[nH]1,-6.7%
CCc1nnc(NC(=O)CN2CCN(Cc3cccc(F)c3)CC2)s1,-3.1%[76.3 µM]
O=C(CCc1nnc2ccc(N3CCOCC3)nn12)Nc1ccc(F)cc1F,-3.7%[76.3 µM]
COCc1ccc(C(=O)N2CCCC(CNC(=O)c3ccc(F)cc3)C2)o1 (stereo not drawn),-14.4%[76.3 µM]
Cc1cc([N+](=O)[O-])nn1Cc1noc(C(=O)NCCc2ccccn2)n1,-9.9%
O=C(CSc1n[nH]c(-c2cccs2)n1)NC1CCS(=O)(=O)C1 (stereo not drawn),2.7%[76.3 µM]
O=C(Cc1nn[nH]n1)Nc1cc(Cl)cc(Cl)c1,-0.9%
COc1cccc(NC(=O)CSc2ccc3nnc(-c4cccnc4)n3n2)c1,9.6%[76.3 µM]
C[C@H](NC(=O)c1nc[nH]c1C(=O)NCC(=O)OCc1ccccc1)c1ccccc1,-9.8%[76.3 µM]
Cc1ccc(S(=O)(=O)N2CCOC2CNC(=O)C(=O)NCc2ccc3c(c2)OCO3)cc1 (stereo not drawn),3.0%[76.3 µM]
COc1ccccc1N1CCN(C(=O)c2cc3cc(Cl)ccc3[nH]2)CC1,-2.2%[76.3 µM]
COC(=O)COc1ccc2c(c1C)O/C(=C\c1ccco1)C2=O,8.1%
CC(C)COc1ccc(C(=O)OCCN2CCCCC2)cc1,3.6%
O=C(CNC(=O)c1ccc(Cl)c([N+](=O)[O-])c1)NCC1CCCO1 (stereo not drawn),2.9%
CN(C)CCCNc1c2ccccc2nc2ccccc12,-8.2%
Cc1ccc(C(=O)CCC(=O)Nc2ccccc2C)cc1C,3.5%[76.3 µM]
Cc1ccc(N=Cc2c(O)c3ccccc3oc2=O)cc1F,1.9%[76.3 µM]
Cn1c(CNC(=O)CCNC(=O)c2ccccc2F)cc(=O)n(C)c1=O,-8.6%[76.3 µM]
CCc1ccc(N2CCN(CCNC(=O)Nc3ccccc3)CC2)cc1,-9.7%[76.3 µM]
COc1ccc(C2=NS(=O)(=O)N(C)C(C(=O)NCc3cccs3)=C2)cc1OC,9.2%[76.3 µM]
COc1ccc(NC(=O)c2cnc(NS(=O)(=O)c3ccccc3)nc2)cc1,-10.8%
COc1ccc(NC(=O)c2cnc(SC)nc2C)c(OC)c1,-4.2%
Cc1ccc2c(c1)C1CC(C)(O2)N(c2cccc(C(=O)N3CCN(c4ccccn4)CC3)c2)C(=O)N1 (stereo not drawn),-1.4%[76.3 µM]
CC(=O)c1cccc(Nc2ncnc3ccc(Br)cc23)c1,2.4%
O=C(CSc1nnc(NC(=O)c2ccc(F)cc2)s1)NCc1ccco1,-1.8%[76.3 µM]
O=C(NCc1ccccc1Cl)c1ccncc1,-0.2%[76.3 µM]
COc1cc(NC(=O)n2ncc3cc(Cl)ccc32)cc(OC)c1,0.2%
Cc1ccc(-c2n[nH]c(=O)c3ccccc23)c(C)c1,10.3%[76.3 µM]
O=C(NCC1CCCO1)c1ccc2c(c1)C(=O)N(c1cccc([N+](=O)[O-])c1)C2=O (stereo not drawn),-6.7%
O=C(CCN1C(=O)/C(=C\c2ccco2)SC1=S)Nc1ccc(C(=O)O)c(O)c1,1.6%[76.3 µM]
Cc1cccc[n+]1CC(=O)c1ccc(NC(=O)c2ccccc2)cc1,-2.8%[76.3 µM]
Cc1ccc2nsnc2c1S(=O)(=O)Nc1ccccc1C(=O)O,0.6%
COc1ccc2c(=O)c(C(=O)NCCc3ccccc3)c[nH]c2c1,-3.2%[76.3 µM]
O=C1NC(=O)/C(=C\c2ccc(OCc3ccccc3)cc2)S1,1.2%
Cc1nn(C)c(Cl)c1CN1CCCC(C(=O)Nc2ccc(-c3cscn3)cc2)C1 (stereo not drawn),-3.2%[76.3 µM]
Cc1ccccc1N1CCN(C2CCCN(C(=O)c3ccc(Cl)s3)C2)CC1 (stereo not drawn),-8.9%[76.3 µM]
CCC(C)(C)NC(=O)CN(C(=O)C(=O)Nc1ccc2c(c1)OCCO2)C1CC1,-1.3%[76.3 µM]
CCCCCCCNC(=O)C1(CC2CC(c3cccc(Br)c3)=NO2)CCN(C(=O)OC(C)(C)C)CC1 (stereo not drawn),-12.8%[76.3 µM]
COc1ccc(S(=O)(=O)Nc2ncccn2)cc1,-2.8%[76.3 µM]
CC(C)CC(=O)c1c[nH]c(C(=O)NCc2ccc(F)cc2)c1,3.8%
O=C(N/N=C/c1cccnc1)c1cc(Br)ccc1O,-6.1%
COC(=O)c1cc(-c2cccc([N+](=O)[O-])c2)c2c(=O)[nH]c(=O)n(C)c2n1,-6.4%
CCCC(=O)Nc1nc2c(s1)COc1ccccc1-2,?
COc1ccc(S(=O)(=O)Cc2ccc(C(=O)NCc3ccccc3)o2)cc1,-3.8%[76.3 µM]
Cc1ccc(N(C(=O)CNC(=O)c2ccco2)C(C(=O)NC2CCCCC2)c2cccnc2)cc1F (stereo not drawn),4.4%
Brc1cccc(CNCC2CCCO2)c1 (stereo not drawn),4.3%[76.3 µM]
CCc1ccccc1N(CC(=O)N1CCCCCC1)S(C)(=O)=O,1.6%[76.3 µM]
Cn1ccnc1SCCNC(=O)C1CCC(=O)N(Cc2ccc(Cl)cc2)C1 (stereo not drawn),7.5%[76.3 µM]
COc1ccc(/C=N\NC(=O)c2sccc2C)cc1Cn1nc(C)cc1C,-4.3%[76.3 µM]
CC(C)CCNc1nc(N)c([N+](=O)[O-])c(NC2CCCCC2)n1,-11.4%
C[C@]12CCC(=O)C=C1C=C[C@@H]1[C@@H]2CC[C@@]2(C)[C@H]1CC[C@@]21CCC(=O)O1,2.1%
Cc1ccccc1NC(=O)NC1CCS(=O)(=O)C1 (stereo not drawn),-8.8%
COc1ccccc1C(=O)NC(CCSC)C(=O)NNC(=O)c1csc(N2CCOCC2)n1 (stereo not drawn),-2.4%[76.3 µM]
COCCCNC(=O)CN(c1ccc(F)cc1)S(=O)(=O)c1ccc2c(c1)OCCO2,1.4%[76.3 µM]
Cc1cc(=O)n2nc(N3CCCC3C(=O)Nc3ccc(C(C)C)cc3)sc2n1 (stereo not drawn),16.8%[76.3 µM]
Cc1ccc(C)c(NS(=O)(=O)c2csc(C(N)=O)c2)c1,-0.8%
O=C(N/C(=C\c1ccco1)C(=O)N1CCC(O)CC1)c1ccccc1,-3.8%
Cc1cc2c(NCCc3ccccc3)ncnc2s1,4.2%[76.3 µM]
Cc1ccc(S(=O)(=O)N2CC(C(=O)O)Oc3ccccc32)cc1 (stereo not drawn),-2.9%
CCOCCc1nnc(NC(=O)CCc2ccccc2)s1,-0.4%
# (further entries)
SMILES,GAA glycogen mod
Cc1noc(C)c1C(=O)Nc1nccs1,1.0%[76.3 µM]
CN(CC1CCCO1)S(=O)(=O)c1ccc(C(=O)Nc2ccc(S(N)(=O)=O)cc2)cc1 (stereo not drawn),-23.4%[76.3 µM]
COc1cccc(NC(=O)CCc2nnc3ccc(N4CCC(C)CC4)nn23)c1,-4.8%[76.3 µM]
O=C(CSc1ccc(F)cc1)N1CCOCC1,-4.6%
CCOc1ccc(NC(=O)c2ccc(Cl)c(NC(=O)c3ccco3)c2)cc1,-1.6%[76.3 µM]
O=C(COC(=O)c1cccc(Cl)c1Cl)NC1CCCC1,4.2%
O=C(CN1CCCCCC1)Nc1ccc(Br)cc1[N+](=O)[O-],-0.3%[76.3 µM]
CC(C)c1ccc(NC(=O)/C(C#N)=C/c2ccncc2)cc1,2.7%[76.3 µM]
O=C(c1ccc(Br)cc1)c1cn[nH]c1-c1ccccc1O,1.6%
COc1ccccc1CNS(=O)(=O)c1ccc(Br)s1,-0.9%[76.3 µM]
COc1ccc(N(C(C)C(=O)Nc2ccc(S(=O)(=O)N3CCCCC3)cc2)S(C)(=O)=O)cc1 (stereo not drawn),-3.9%
COc1ccc(CNC(=O)C2CCN(c3nn4c(=O)cc(C)nc4s3)CC2)cc1,-2.1%[76.3 µM]
O=C(Cn1ncn2c(cc3sccc32)c1=O)NC1CCCC1,-9.1%[76.3 µM]
Cc1ccc(C(O)CCc2ccc(N)cc2)cc1 (stereo not drawn),1.1%
CCCCN(C)CCNC(=O)CN1C(=O)CSc2ccc(S(=O)(=O)N3CCCC3)cc21,-3.7%[76.3 µM]
CCC1CCCCN1C(=O)c1ccc(OC2CCN(Cc3ccccn3)CC2)cc1 (stereo not drawn),1.2%[76.3 µM]
CC(=O)N1CCc2cc(S(=O)(=O)CCC(=O)N3CCN(c4cc(C)ccc4C)CC3)ccc21,-1.3%[76.3 µM]
CCN(CC)C(=O)Cn1cc(C(=O)C(=O)NCCCN2CCCCC2)c2ccccc21,3.5%[76.3 µM]
COCCCNC(=O)c1ccccc1N(Cc1ccccc1)S(=O)(=O)c1ccccc1,-11.8%[76.3 µM]
CCc1ccc(OCC(=O)NC2CCCCC2)c(Br)c1,-4.6%[76.3 µM]
O=CNc1ccc(OC(=O)c2cncc(Br)c2)cc1,-2.4%[76.3 µM]
CCCOc1ccc(C(=O)CCNC(Cc2c[nH]c3ccccc23)C(=O)O)cc1 (stereo not drawn),-16.3%
CCOc1ccc(S(=O)(=O)N2CCN=C2Cc2ccccc2)cc1C,5.8%[76.3 µM]
CC(Nc1ncnc2sccc12)c1ccccc1 (stereo not drawn),9.2%
COc1ccc(NC(C)=O)cc1S(=O)(=O)NC1CCSc2ccccc21 (stereo not drawn),1.1%
